Compound activity (PubChem)
tim10-1 inh = tim10-1 yeast growth inhibition; inhibition, % at 20 µM; hit rate 2.2% among 330,000; S. cerevisiae tim10-1 ts strain growth, BacTiter-Glo, 24 h;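 active = inhibition of at least 40%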;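 also: mutant grown at 25 °C; 0% = DMSO wells with yeast and 100% = wells holding no yeast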
NALP3 yeast inh = inhibitors of NALP3 inflammasome in yeast. hit rate 0.39% among 330,000. Yeast reconstituted NLRP3/ASC/caspase-1, beta-gal luminescence, 24 h. inhibition, % at 10 µM. AID 2825;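 active = inhibition of 50% or more; inactive = inhibition below 50%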;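 also: plate controls were induced DMSO wells for no effect and uninduced yeast grown without galactose for full effect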
TIM10 inh = TIM10 yeast growth inhibition; S. cerevisiae TIM10 strain growth, BacTiter-Glo luminescence, 24 h; inhibition, % at 10 µM; hit rate 1.4% among 330,000; AID 463195;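 active = inhibition of 40% or more at the single tested concentration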;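 also: wild-type TIM10 isogenic control strain grown at permissive 25 °C; 0% = DMSO yeast wells and 100% = minimal medium wells without yeast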
hIAP act = human IAP activation; P09923; purified human IAP, CDP-Star luminescence, 30 min; stronger effect = higher value; 1 = vehicle-only enzyme, 0 = enzyme-free background; hit rate 0.16% among 330,000; activation factor at 10 µM;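 active = activation factor of the enzyme at least 2-fold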; also: the source names both 10 and 20 µM as test concentration; values of inactives mirror those of a sister screen read the other way
Target sequence (P09923 whole entry, looked up): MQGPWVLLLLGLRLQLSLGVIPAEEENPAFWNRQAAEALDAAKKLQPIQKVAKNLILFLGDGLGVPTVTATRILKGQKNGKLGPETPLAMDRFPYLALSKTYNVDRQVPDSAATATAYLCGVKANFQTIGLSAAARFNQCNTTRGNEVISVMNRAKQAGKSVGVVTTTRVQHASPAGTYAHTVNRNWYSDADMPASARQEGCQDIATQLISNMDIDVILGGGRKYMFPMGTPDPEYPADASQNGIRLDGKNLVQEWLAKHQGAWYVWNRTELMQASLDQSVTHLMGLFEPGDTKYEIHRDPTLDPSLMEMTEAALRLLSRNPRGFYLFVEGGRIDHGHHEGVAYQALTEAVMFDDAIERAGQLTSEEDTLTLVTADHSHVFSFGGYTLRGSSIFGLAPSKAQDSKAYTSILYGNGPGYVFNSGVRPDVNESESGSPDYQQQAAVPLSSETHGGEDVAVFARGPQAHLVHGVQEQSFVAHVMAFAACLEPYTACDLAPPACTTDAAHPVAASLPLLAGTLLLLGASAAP
Apaf-1 inh = blocks human Apaf-1 apoptosome activity; reconstituted apoptosome caspase-3 activity, DEVD-Rh110 fluorescence; inhibition, % at 20 µM; hit rate 0.71% among 330,000; AID 489030; active = inhibition of at least 40% at 20 µM;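 also: plate controls were DMSO wells for no effect and DEVD-CHO caspase inhibitor wells for full effect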
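Material: cell-free apoptosome with Apaf-1, procaspase-3 and caspase-9; Buffer or medium: Hepes pH 7.5 with detergent and BSA; Reagent: cytochrome c trigger plus (Z-DEVD)2-Rh110 caspase-3 substrate; Times: compound with Apaf-1, dATP, procaspase-3 30 min, then 50 min reaction, room temperature; Technique: Rh110 fluorescence intensity.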
ATG4B inh = inhibitors of human ATG4B cysteine protease; Q9Y4P1; ATG4B cleavage of LC3-PLA2, NBD-HPC fluorescence, 1 h; inhibition, % at 8.33 µM; hit rate 0.51% among 340,000; AID 504462; in the data active = inhibition above about 40%
Target sequence (Q9Y4P1 whole entry, looked up): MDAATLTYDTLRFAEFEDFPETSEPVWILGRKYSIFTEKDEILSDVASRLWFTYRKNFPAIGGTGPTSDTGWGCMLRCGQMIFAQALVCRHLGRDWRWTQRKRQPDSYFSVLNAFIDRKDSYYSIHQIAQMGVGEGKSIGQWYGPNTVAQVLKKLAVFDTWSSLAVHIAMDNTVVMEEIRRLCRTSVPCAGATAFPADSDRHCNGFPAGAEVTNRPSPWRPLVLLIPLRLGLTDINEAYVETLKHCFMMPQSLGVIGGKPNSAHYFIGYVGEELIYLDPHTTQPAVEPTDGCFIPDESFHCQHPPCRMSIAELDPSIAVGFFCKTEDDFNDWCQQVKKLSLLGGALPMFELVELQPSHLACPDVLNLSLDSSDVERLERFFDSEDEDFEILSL
mIAP inh = blocks mouse intestinal alkaline phosphatase; purified mouse IAP, CDP-Star luminescence, 30 min; inhibition, % at 10 µM; hit rate 0.2% among 330,000; AID 2806;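 active = inhibition of at least 40% at 10 µM in the primary screen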;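 also: plate controls were DMSO with enzyme for no effect and no enzyme wells for full effect; values of inactives mirror those of a sister screen read the other way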
mIAP act = mouse IAP activation; muIAP, CDP-Star luminescence, 30 min; stronger effect = higher value; 1 = vehicle-only enzyme signal, 0 = enzyme-free wells; AID 2805; activation factor at 10 µM; hit rate 0.24% among 330,000;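 active = activation factor of at least 2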; also: the source names both 10 and 20 µM as test concentration; values of inactives mirror those of a sister screen read the other way
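System: Mouse IAP enzyme | Also added: CDP-Star substrate | Dosing: Compounds dispensed in DMSO | Schedule: 30 min enzyme-substrate-compound incubation at room temperature | Technique: Chemiluminescence readout | Control set: DMSO-only wells and no-enzyme negative control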
hIAP inh = blocks human intestinal alkaline phosphatase | P09923 | AID 2544 | hit rate 0.12% among 330,000 | inhibition, % at 10 µM | purified IAP, CDP-Star luminescence, 30 min;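 active = inhibition reaching a set limit with compound at 10 µM in the primary screen, cut at about 35% in these data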;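 also: plate controls were DMSO wells with enzyme for no effect and no-enzyme buffer wells for full effect; values of inactives mirror those of a sister screen read the other way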
Active calls of the source: *.

SMILES	tim10-1 inh	NALP3 yeast inh	TIM10 inh	hIAP act	Apaf-1 inh	ATG4B inh	mIAP inh	mIAP act	hIAP inh
C/C(=N\NC(=O)Cn1nnc2ccccc21)c1ccco1	4	3	4	1.1	2	-3	-8	1.1	-5
CSc1ccccc1NC(=O)C1CCCN(S(C)(=O)=O)C1 (centres undefined)	7	12	-6	1	-19	-1	-3	1	-1
CCC(C)C(NC(=O)C1CCC(C)CC1)C(=O)NCc1ccco1 (centres undefined)	27	7	-21	1.2	-2	2	-4	1	-16
COc1ccc(NS(=O)(=O)c2ccc(C(=O)N3CCN(c4ccc(F)cc4)CC3)cc2)cc1	19	14	1	1.1	6	-24	4	0.96	-11
O=C(N/N=C/c1sc(=O)[nH]c1-[n+]1ccccc1)c1ccccc1[O-]	-1	3	7	0.98	-4	14	14	0.86	2
COc1cccc2[nH]c3c(N4CCC(C(N)=O)CC4)ncnc3c12	19	15	14	1.2	-19	-12	4	0.96	-18
CCCCc1nc2cc(C(=O)NCc3cc(C)n(C)n3)ccc2o1	11	2	-10	1.1	0	-1	2	0.98	-7
O=C(CNCCN1CCOCC1)Nc1ccccc1Sc1ccccc1	26	1	2	1.2	0	-16	9	0.91	-24
COCCN1Cc2cccc(C(=O)Nc3cccc(OC)c3)c2C1=O	28	22	8	1.1	4	-9	3	0.97	-12
CCOc1cc(C)c(-c2onc(C(F)(F)F)c2-c2csc(C)n2)c(O)c1	32	20	17	0.93	9	-10	-5	1	7
CCC(Oc1ccccc1)C(=O)Nc1nnc(S(=O)(=O)N2CCCCC2)s1 (centres undefined)	35	4	14	1	6	-2	0	1	-4
Cc1cc(=O)[nH]c(SCC(=O)Nc2nc(-c3ccccc3)cs2)n1	-2	-2	2	0.95	1	1	4	0.96	5
COc1cccc(N2CCN(C(=O)Cn3c(=O)oc4ccccc43)CC2)c1	7	12	3	0.89	4	0	6	0.94	11
CN(C)/C=C1/C=C(c2ccccc2)OC1=O	1	-7	33	0.97	-8	12	-1	1	3
NC(=O)C1CCN(CC(=O)Nc2ccc3c(c2)OCCO3)CC1	5	1	8	1.1	1	2	-9	1.1	-14
CC(C)NC(=O)COC(=O)c1cc(F)c(F)cc1Cl	19	6	-4	1	5	-7	-14	1.1	0
O=S(=O)(c1cc(Cl)ccc1Br)N1CCOCC1	-9	-12	-11	1	11	0	-5	1.1	-5
O=C(OC1Cn2c(=O)ccc(=O)n2C1)c1ccc([N+](=O)[O-])cc1	-5	-4	3	1.1	-11	12	3	0.97	-7
Cc1ccccc1S(=O)(=O)Nc1nc2ccccc2nc1NCCO	9	13	2	1.1	-3	-4	-3	1	-11
CC(C)(C)C(=O)Nc1ccc(C(=O)COC(=O)C2=COCCO2)cc1	-6	4	4	1.1	2	-16	-1	1	-10
CCCc1nc2ccccc2c(=O)n1NC(=O)c1c(O)c2ccccc2n(C)c1=O	-12	8	-18	1	-1	0	7	0.93	-1
CC(C)c1ccc(NC(=O)COc2ccccn2)cc1	26	7	35	0.95	2	2	5	0.95	5
COc1ccccc1CN1CC(C(=O)NCc2cnn(C)c2)CCC1=O (centres undefined)	-3	11	-5	1	-11	-5	5	0.95	-2
CCC1(C)Cc2ccccc2/C(=C/C(=O)N2CCCCC2)N1 (centres undefined)	31	7	16	0.97	13	4	4	0.96	3
O=C(CN1CCC(n2nnc3cc(F)ccc32)CC1)N1CCc2ccccc2C1	8	2	6	0.96	-12	-13	7	0.93	4
CCOc1ccc(NC(=S)N2CCCN(Cc3cccc(Cl)c3)C2)cc1	-6	15	11	1.2	1	27	-32	1.3	-17
COc1cccc(C2CC(C(F)(F)F)n3nc(C(=O)Nc4c(C)n(C)n(-c5ccccc5)c4=O)cc3N2)c1 (centres undefined)	15	8	8	1.1	-1	-2	-5	1	-7
COc1ccc(C(=O)c2ccc(CC(=O)O)s2)cc1	5	13	-2	1.1	-4	4	3	0.97	-12
CCN(CC)C(=O)Oc1ccc(Br)cc1C(=O)Nc1ccc(F)c(Cl)c1	8	13	20	1.1	1	-1	-8	1.1	-8
COC(=O)c1ccncc1N	-9	6	-1	0.78	-15	2	7	0.93	22

Shown with two lines to a compound: entries from further up
Every second line gives: tim10-1 inh | NALP3 yeast inh | TIM10 inh | hIAP act | Apaf-1 inh | ATG4B inh | mIAP inh | mIAP act | hIAP inh
> O=C(N/N=C/c1sc(=O)[nH]c1-[n+]1ccccc1)c1ccccc1[O-]
→ -1 | 3 | 7 | 0.98 | -4 | 14 | 14 | 0.86 | 2
> CCC(Oc1ccccc1)C(=O)Nc1nnc(S(=O)(=O)N2CCCCC2)s1 (centres undefined)
→ 35 | 4 | 14 | 1 | 6 | -2 | 0 | 1 | -4
> CN(C)/C=C1/C=C(c2ccccc2)OC1=O
→ 1 | -7 | 33 | 0.97 | -8 | 12 | -1 | 1 | 3
> COc1cccc2[nH]c3c(N4CCC(C(N)=O)CC4)ncnc3c12
→ 19 | 15 | 14 | 1.2 | -19 | -12 | 4 | 0.96 | -18
> CCC1(C)Cc2ccccc2/C(=C/C(=O)N2CCCCC2)N1 (centres undefined)
→ 31 | 7 | 16 | 0.97 | 13 | 4 | 4 | 0.96 | 3

Remaining list, next part
SMILES	tim10-1 inh	NALP3 yeast inh	TIM10 inh	hIAP act	Apaf-1 inh	ATG4B inh	mIAP inh	mIAP act	hIAP inh
CCCCCC1CC(COc2ccccc2)OC1=O (centres undefined)	9	23	9	0.9	3	13	-3	1	10
Cn1c(C(=O)N[C@@H](Cc2ccccc2)C(=O)O)cc2cc(F)ccc21	-5	16	13	0.94	4	6	2	0.98	6
COc1cc(OC)c(C2C(C(=O)O)c3ccccc3C(=O)N2C)cc1OC (centres undefined)	13	11	-2	0.87	-4	-6	-3	1	13
CC(=O)Nc1ccc(SCC(=O)N(CCC#N)c2ccc(C)cc2)cc1	9	2	-4	0.96	-3	2	-5	1.1	4
CSc1cccc(NC(=O)CN2C(=O)COc3ccc(S(=O)(=O)N4CCOCC4)cc32)c1	-7	1	6	1.2	-3	-15	-2	1	-21
COc1ccc2[nH]c(=S)[nH]c2c1	-2	15	4	0.78	2	12	11	0.89	22
CCN(CC)S(=O)(=O)c1cc(C(=O)Nc2cccnc2Cl)ccc1Cl	-3	16	-17	0.91	6	1	-10	1.1	9
O=C(Nc1ccc(F)cc1)C1CCN(S(=O)(=O)c2cccs2)CC1	19	-9	6	1.1	1	-9	-4	1	-8
Cc1ccc(NC(=O)CSc2nnnn2-c2ccc3c(c2)OCO3)cc1C	1	22	-42	0.94	-3	1	13	0.87	6
C=CC[C@@H](CC(=O)N[C@H](CO)Cc1ccccc1)C(=O)N[C@H](COC(=O)[C@@H](CC=C)CC(=O)OC(C)(C)C)Cc1ccccc1	6	20	11	0.81	25	-1	-18	1.2	19
CC(NS(=O)(=O)c1ccc(Br)cc1)c1ccccc1 (centres undefined)	17	21	-2	1.2	8	9	1	0.99	-18
CN(CC(=O)Nc1ccccc1Cl)C(=O)c1ccccc1Sc1ccccc1C#N	23	6	-6	0.97	13	7	-6	1.1	3
COc1cc(S(=O)(=O)N2CCCCC2)ccc1NC(=O)c1ccc(F)cc1	-2	-11	4	0.94	10	2	-6	1.1	6
O=C(CSc1n[nH]c(-c2ccccc2)n1)N1CCCC1	25	5	-10	0.97	1	6	-12	1.1	3
COc1ccc(C2c3ccc(O)cc3Oc3ncn4nc(-c5ccncc5)nc4c32)cc1OC (centres undefined)	-1	0	10	0.59	-16	3	14	0.86	41*
Cc1cc(/C=C2/NC(=O)NC2=O)c(C)n1-c1cccnc1	18	-3	-9	0.93	3	7	-2	1	7
COc1cccc(NC(=O)NCCC2=CCCCC2)c1	21	19	19	0.84	-1	7	-41	1.4	16
O=C(Cn1cnc2c(cnn2-c2ccc(Cl)cc2)c1=O)NC1CCCCC1	-3	20	-26	1.1	14	2	-2	1	-6
CCN1CCN(C(=O)N2CCOCC2)CC1	1	2	0	0.87	-12	1	1	0.99	13
O=C(NCCCN1CCCC1=O)C(=O)NCC1OCCCN1S(=O)(=O)c1cc(F)ccc1F (centres undefined)	-5	8	2	0.91	11	2	-3	1	10
CCNc1nc(NCC)nc(NC(N)=S)n1	16	-12	3	1.1	1	4	6	0.94	-5
Cc1ccsc1C(=O)OCC(=O)NC1CC1	0	10	-4	0.94	3	5	0	1	6
CSc1ccccc1OCc1cc(C(=O)N2CCN3CCCC3C2)no1 (centres undefined)	7	20	3	0.92	-1	-5	8	0.92	8
O=C(NCc1ccco1)c1ccccc1NS(=O)(=O)c1ccc2c(c1)OCCO2	27	10	2	1.1	9	7	4	0.96	-6
O=C(NCC1CCCO1)C(c1cccs1)N(Cc1ccccc1)C(=O)c1ccc(-c2ccccc2)[nH]1 (centres undefined)	26	12	33	1	35	4	7	0.93	-1
CCCCn1nnnc1SCC(=O)NCc1ccco1	13	3	1	1.1	2	-8	1	0.99	-9
O=C(NNC(=O)c1ccccc1OCc1ccccc1)c1ccccc1F	24	14	4	1.4	8	10	-1	1	-39
CCOC(=O)CSc1nnc(-c2ccccc2)o1	0	13	11	1.1	-2	6	7	0.93	-10
FC(F)(F)c1ccc(N2CCN(Cc3ccc4c(c3)OCO4)CC2)nc1	21	14	21	0.97	-4	-2	6	0.94	3
CCC(=O)N1CCN(c2ccc(Cl)cc2NC(=S)NC(=O)c2ccco2)CC1	7	3	-3	0.82	11	1	12	0.88	18
COc1ccc(OC)c(C2=Nn3c(nnc3-c3ccco3)SC2)c1	13	3	-1	0.86	-5	-4	8	0.92	14
CC(C)(C)NC(=S)NNC(=O)c1ccncc1	13	16	17	0.94	-7	4	9	0.91	6
Cc1nnc(SCc2nnc(-c3ccc(Cl)cc3)o2)n1-c1ccccc1	11	29	-10	0.87	2	5	-8	1.1	13
COc1ccccc1N1CCN(S(=O)(=O)c2ccccc2)CC1	20	14	13	0.82	-10	-7	8	0.92	18
CCCn1c(SCC(N)=O)nc2c(c1=O)C1(CCCC1)Cc1ccccc1-2	21	3	20	0.87	15	8	1	0.99	13
COc1ccc(/C=C2\SC(=S)N(CCCC(=O)Nc3cc(C)on3)C2=O)cc1OC	-3	-7	-13	0.98	5	-6	7	0.93	2
O=C(c1cc(COc2c(F)cccc2F)on1)N1CCN(C2CCCCC2)CC1	15	24	-12	1.1	-5	-5	3	0.97	-8
CCc1ccc(OCC(=O)NNC(=O)c2cc(S(=O)(=O)N(C)C)ccc2N2CCCC2)cc1	-8	-3	4	1.8	6	-12	1	0.99	-77
Cc1ccc(-c2nnc(SCC(=O)Nc3nccs3)n2N)cc1	2	-1	-1	0.94	-11	-8	0	1	6
CN(C)CCCOC(=O)c1ccccc1	-8	6	-2	1	-25	-9	7	0.93	-3
CN(C(=O)c1ccccn1)c1nnc(-c2ccccn2)s1	-2	9	1	0.95	0	-3	3	0.97	5
Cc1ccc(CNC(=O)c2cc3c(-c4ccc(Cl)cc4)nn(C)c3s2)o1	33	11	16	0.83	2	-9	-22	1.2	17
O=C(NCCc1ccccc1)C1CCCN(c2ncnc3c2nc2n3CCCCC2)C1 (centres undefined)	21	-5	9	1.3	5	13	1	0.99	-27
Cc1cc(C)n(CCN(C)C(=O)C2CCC(=O)N(CCN3CCOCC3)C2)n1 (centres undefined)	-4	3	1	1	-1	0	6	0.94	0
COCCCNC(=S)NNC(=O)c1ccccn1	6	14	5	2	3	-12	10	0.9	-99
CCc1ccc(CCC(=O)Nc2nnc(C)s2)o1	7	14	6	1	-16	2	7	0.93	-3
